All columns: NCI-60 one-dose screen, growth in % after 48 h at 10 µM unless noted; 100 = growth as untreated, 0 = no growth, -100 = all killed.
HL-60(TB) = HL-60(TB) leukemia cells; hit rate 9% among 78,000; AID 1794776; active = growth percent below 10
Active calls of the source: *; & = joins results of further samples. Some of the compounds tested; the hit share may differ from the screen's.

smiles,HL-60(TB)
CC1(C)C(=O)/C(=C\c2ccco2)C[C@]2(C)[C@H]3C(=O)C=C4[C@@H]5C[C@](C)(C(=O)N6CCNCC6)CC[C@]5(C)CC[C@@]4(C)[C@]3(C)CC[C@@H]12,101
COc1ccccc1C(C)(C)C,104
CCOC(=O)c1c(C)nc2c(c1N)/C(=C/c1ccc[nH]1)C(=O)N2Cc1ccccc1,83
COc1ccc2c(c1)CN1C(=S)N([C@H](C)c3ccccc3)C(=O)C1=N2,95
COc1ccc(NC(=O)CSc2nc(C)c(C(C)=O)n2-c2ccc([N+](=O)[O-])cc2)cc1,121
Cc1ccc(C(=O)N2C/C(=C/c3ccc(F)cc3)C(=O)/C(=C/c3ccc(F)cc3)C2)cc1,82
CC(=O)C1=C(C)NC(SCC(=O)Nc2ccc(S(=O)(=O)Nc3cc(C)on3)cc2)=NC1c1ccc(Cl)cc1 (stereo unspecified),98
COc1cccc(-c2cc(=O)c3cc(Cl)cc(NCc4ccccc4)c3o2)c1N,71
C[N+]1([O-])C2CCC1CC(O)C2 (stereo unspecified),132
COc1cc(/C=C/c2c(C(C)=O)c(C)nc3ccccc23)cc(OC)c1OC,0.1*
COc1ccc(C(=O)O)c(I)c1OC,110
CCN(CC)C(=O)c1ccccc1Cl,108
COC(=O)C1(CC(=O)C2CC2)NC(=S)NC(=O)C1C#N (stereo unspecified),102
Cc1ccc(/C=C/c2n(Cc3ccc4ccccc4c3)c3ccccc3[n+]2Cc2ccc3ccccc3c2)cc1,-46*
O=C(N/N=C/c1cc(Cl)ccc1O)C(=O)N/N=C/c1cc(Cl)ccc1O,46
COC(=O)c1nnn(-c2ccc(S(N)(=O)=O)cc2)c1C(=O)c1ccc(Cl)c(Cl)c1,54
CC(C)c1ccc(C(C)C(=O)N(CCc2ccccc2)CC2=C(C(C)c3ccccn3)c3ccccc3C2)cc1 (stereo unspecified),97
O=C(O)CCc1nnc2c(Cc3ccccc3)nc3ccccc3n12,94
OCNc1nc(NCO)nc(-c2ccccn2)n1,125
N#Cc1c(N)cc(=O)n(-c2nc3ccccc3[nH]c2=O)c1O,108

smiles,HL-60(TB)
COc1cc(/C=N/NC(=S)NNC(=S)NCc2ccccc2)cc(OC)c1OC,104
O=CCN1C(=O)c2ccccc2C1=O,159
CC1=NC(=O)C(C)(c2ccccc2)N1CCc1ccccc1 (stereo unspecified),99
CCOC(=O)[C@@H]1CS[C@H]([C@@H](C)[C@H]2CC[C@H]3[C@@H]4CCC5=CC(=O)CC[C@]5(C)[C@H]4CC[C@]23C)N1,88
CCCCCCCCCCCC(=O)Nc1ccc(N(CC)CC)cc1,115
O=C(/C=C/C12c3ccccc3C(c3ccccc31)C1C(=O)N(c3ccc(C(=O)c4ccccc4)cc3)C(=O)C12)c1ccc(Br)cc1 (stereo unspecified),82
COc1ccc(-c2ncnc3c2ncn3C/C=C/Cn2cnc3c(-c4ccc(OC)cc4)ncnc32)cc1,96
CC(=O)c1cccc(Nc2ccnc(SCC(=O)c3ccc(C(F)(F)F)cc3)n2)c1,99
NC[C@H]1O[C@H](O[C@H]2[C@H](O)[C@@H](O[C@H]3O[C@H](CO)[C@@H](O)[C@H](N)[C@H]3O)[C@H](N)C[C@@H]2N)[C@H](N)C[C@@H]1O,105
C[C@H](CCC(=O)NCc1ccc(C(=O)NCc2ccc(C(=O)NO)cc2)cc1)[C@H]1CC[C@H]2[C@@H]3[C@@H](O)C[C@@H]4C[C@H](O)CC[C@]4(C)[C@H]3CC[C@]12C,102
CCOc1cccc(-c2nc3c(s2)C2=CC[C@@H]4[C@H](CC[C@]5(C)C(=O)CC[C@@H]45)[C@@]2(C)CC3)c1,101
CCCC(=O)Oc1ccc(/C(=C(/CC)Cc2ccccc2)c2ccc(OCCN3CCCC3)cc2)cc1,89
COc1cccc(C)c1OC,84
CCOC(=O)c1cc2c(=O)oc3ccccc3c2oc1=O,106
COc1ccc(-c2nnc3c4cc[nH]c4ncn23)cc1OC,96
O=C(OCc1ncc(-c2ccc(C(F)(F)F)cc2)c(NC2CCCCCC2)n1)c1ccc(C(F)(F)F)cc1,55
NNC(=O)NC1CCCCC1,85
Cc1cc(-c2ccccc2)n2nc3nc(C)nc-3nc2n1,112
C#CCN=C(NN)NS(=O)(=O)c1c[nH]ccc1=S,139
N=C(N)SCc1ccccc1,94&102&141

smiles,HL-60(TB)
Cc1[nH]c2ccccc2c1/C=N/Nc1ncnc2sc3c(c12)CCN(CC(=O)O)C3,99
ClCCCOC1CCCCO1 (stereo unspecified),103
C#C[C@]1(O)CC[C@H]2[C@@H]3CC=C4c5sc(Nc6cc(C)cc(C)n6)nc5CC[C@]4(C)[C@H]3CC[C@@]21C,-16*
CC(=O)c1ccc(N2C(=O)c3cc(Cl)c(Cl)cc3C2=O)cc1,100
COc1cc2c(OC)c(-c3c(C)cc4c(-c5nc6ccccn6c5NC5CCCCC5)c(OC)c(OC)cc4c3OC)c(C)cc2c(-c2nc3ccccn3c2NC2CCCCC2)c1OC,88
N#Cc1sc2nc(-c3cnccn3)cc(-c3cccs3)c2c1N,119
Nc1ccc2c(S(=O)(=O)O)ccc(S(=O)(=O)O)c2c1,76
CCn1cc(C(=O)O)c(=O)c2cc(F)c(N3CCN(CC(=O)Nc4ccc(S(=O)(=O)Nc5ncccn5)cc4)C(C)C3)c(F)c21 (stereo unspecified),108
CCCNC(=O)C(C)(C)CC(=O)N[C@H]1N=C(c2ccccc2)c2ccccc2N(C)C1=O,107
Cc1c(C(=O)Nc2nc3ccccc3s2)nnn1-c1ccccc1F,68
CSc1oc(C)nc1[P+](c1ccccc1)(c1ccccc1)c1ccccc1,47
O=C1/C(=C/c2cn(-c3ccccc3)nc2-c2ccccc2)SC(=S)N1CCc1ccc(O)cc1,83
CN(C=O)c1ccccc1,101
Cc1ccc(C)c(NC(=O)c2sc3c(=O)[nH]cnc3c2C)c1,65
O=C1/C(=C/c2cc(Br)cc(Br)c2)Cc2cc3c(cc21)OCO3,102
O=C1CC2(C(=O)N1)c1ccccc1-c1ccccc12,89
CC(=O)OCCCC(CCC(C)OC(C)=O)OC(C)=O (stereo unspecified),95
COC(=O)c1c(C)nc(C)c2c1C(=O)C(Br)=C(NCCCCO)C2=O,24
Cn1c(=O)c2[nH]c(SCCN)nc2n(C)c1=S,88
CCOC(=O)Cn1c2c(sc1=O)C(c1cccs1)C1C3CCC(C3)C1S2 (stereo unspecified),153

smiles,HL-60(TB)
N#C/C(=C\c1cccs1)C(=O)Nc1ncc(Cc2ccc(Cl)cc2)s1,95
Oc1ccc(Nc2ncnc3c2cnn3-c2cccc(Br)c2)cc1,79
C/C(=N\N=C\c1cccc([N+](=O)[O-])c1)c1nnn(-c2ccc(Cl)cc2)c1C,100
c1ccc2cc(C[n+]3ccn(CCCCCn4cc[n+](Cc5ccc6ccccc6c5)c4)c3)ccc2c1,92
CCCc1nc2ccccc2[nH]1,115
CC(=O)/C(=C/n1c(=S)[nH]c2ccc([N+](=O)[O-])cc21)C(=O)Nc1ccc([N+](=O)[O-])cc1,96
CC(=O)C1=C(O)/C(=C\C=C\c2ccccc2)OC1=O,101
CCOc1cc(/C=C2\SC(=S)NC2=O)ccc1O,76
O=CCCc1ccccc1,105
CC(=O)C1=C(O)c2ccccc2C(=O)C1=O,102
O=c1oc2c(Cl)cccc2cc1-c1cc2ccccc2[nH]1,98
Cc1cccc(-n2cc(-c3ccc(Br)cc3)sc2=Nc2ccc(Nc3ncnc4sc5c(c34)CCCC5)cc2)c1,94
Nc1nc(-c2ccccc2)c(CC(=O)O)c(-c2nc(N)nc(-c3ccccc3)c2CC(=O)O)n1,81
O=S(=O)(c1ccc(OCCO)cc1)c1ccc(OCCO)cc1,-0.8*
CC(C)(COCOCC(C)(C)[N+](=O)[O-])[N+](=O)[O-],106
CCN(CC)S(=O)(=O)c1ccccc1,108
O=c1nc(Nc2nc3ccccc3s2)[nH]c(=O)c2ccccc12,94
COc1ccc(NC(=O)CCn2c(Br)nc3c2c(=O)n(C)c(=O)n3C)cc1,112
COc1c(C)cnc(CSc2nc(-c3ccc(C)cc3)cn2-c2ccc(Cl)cc2)c1C,96
CCCCN(C(=O)c1cnc(Cl)c(Cl)c1)c1c(N)n(CCC)c(=O)[nH]c1=O,94

smiles,HL-60(TB)
CCCCn1c(N)c(N(CC)C(=O)COc2ccc(Cl)cc2Cl)c(=O)[nH]c1=O,94
O=C(O)CNc1ccc(Cl)c(Cl)c1,104
O=C(NC(CSC(=O)c1ccccc1)C(=O)O)OCc1ccccc1 (stereo unspecified),102
CCCCC[n+]1ccc(SCC(=O)N(Cc2ccccc2)c2ccc(OC)cc2)c2ccccc21,18
Cc1ccc(C2CC(c3cccc(Nc4ccncc4)c3)=NN2c2ccccc2)cc1 (stereo unspecified),-57*
CCn1c(SCC(=O)Nc2ccc(S(=O)(=O)Nc3ccc(Cl)nn3)cc2)nc2ccccc2c1=O,100
CC(C)=C/C(C)=C(/C#N)C(=O)OC(C)C,79
N#CC1=C(N)OC2=C(C(=O)c3ccccc3C2=O)C1c1ccsc1 (stereo unspecified),111
COc1ccc(C2=NN(C(C)=O)C(c3sc(Cl)nc3Cl)C2)cc1 (stereo unspecified),105
O=c1c2cnn(-c3ccccc3)c2n2c(-c3ccc(Cl)cc3)nnc2n1-c1ccccc1,100
O=Cc1cc(Br)ccc1O,99
COc1ccc(-c2nc(/C=C3/C(=O)N(C)c4ccccc43)c3ccccn23)cc1OC,105
O=C1OC(=O)C2C(c3ccccc3)=C(c3ccccc3)C(c3ccccc3)=C(c3ccccc3)C12 (stereo unspecified),107
C=CCSC(=O)Oc1c(Cl)c(Cl)c(Cl)c(Cl)c1Cl,89
COc1ccc2c(c1)C1=NN(C(=O)CO)[C@H](c3ccc(OC(F)(F)F)cc3)[C@@H]1CC2,104
COCCCNS(=O)(=O)c1ncnc2nc[nH]c12,82
Cc1ccc2c(C3C(C#N)=C(N)Oc4cc5ccccc5cc43)cc(=O)oc2c1 (stereo unspecified),-14*
O=c1[nH]c2ccc(Cl)cc2cc1CSc1ccccc1Nc1nccc(-c2ccc(C(F)(F)F)cc2)n1,91
CC1=C(C(=O)Nc2ccccc2)SCCO1,94
COc1cc(C2NC(=O)NC(C)=C2C(=O)c2cnccn2)cc(OC)c1OC (stereo unspecified),103

smiles,HL-60(TB)
O=C(Nc1cccnc1)c1cccs1,75
O=C(N/N=C/c1ccc(N2CCCC2)cc1)c1cnc2n(c1=O)CCCCC2,107
O=S(=O)(Oc1ccc(-c2cn3ccsc3n2)cc1)c1ccccc1,96
CCCCS(=O)(=O)NC(=O)Nc1ccc(C)cc1,98
CCOC(OCC)c1nc(N)nc(N)c1-c1ccc(Cl)cc1,101
O=C(O)C1CC2CCC1CC2 (stereo unspecified),107
OC(c1ccccc1)(c1ccccc1)C1CCN(c2ccc3nnc(Cl)n3n2)CC1,-34*
O=C(CCl)Nc1c[nH]c(=O)[nH]c1=O,116
CCOC(=O)c1ccc(N/C=C/C(=O)c2ccc(F)cc2)cc1,91
NC(=O)C1CCN(c2c(Cl)cncc2Cl)CC1,100
O=C(O)CSC(Nc1ccccc1C(=O)O)c1ccccc1 (stereo unspecified),98
N#Cc1ccccc1-c1ccc(CN2C(=O)S/C(=C\c3ccc([N+](=O)[O-])cc3)C2=O)cc1,98
CNc1nc2ncc(-c3c(C)noc3C)cc2n1Cc1ccccc1,9.0*
CC(=O)n1nc(C(=O)OC(C)(C)C)c2cc(F)c(F)cc21,103
N/C(=N\C(N)=N\c1nc2ccccc2s1)c1ccc2c(c1)OCO2,88
O=C(CCl)N1c2cccc3cccc(c23)N(C(=O)CCl)C1c1cn(-c2ccccc2)nc1-c1cccc([N+](=O)[O-])c1,28
COc1ccc(OC)c(-c2nc3sc(-c4cn(C)c5ccccc45)nn3c2C=O)c1,93
CC(=O)Nc1ccc(S(N)(=O)=O)cc1,101
CCN(c1ccc2c(c1)C(C)(C)CCC2(C)C)c1ncc(C(=O)O)cn1,111
Nc1nc(N)c(N=Nc2ccc(S(=O)(=O)O)cc2)c(N)n1,116

smiles,HL-60(TB)
CC(C)Cc1ccc(C(C)C(=O)OCc2ccc(Cn3c(=O)sn(CCCCl)c3=O)cc2)cc1 (stereo unspecified),100
Cc1nc2sc(C(=O)Nc3cccc(Br)c3)c(N)c2cc1C(O)c1ccccc1 (stereo unspecified),-27*
Cn1c(=O)[nH]c(=O)c2nc(CCC(=O)NCCC(=O)O)c(=O)[nH]c21,101
Clc1ncnc2c1ncn2C1CCCO1 (stereo unspecified),102

Screening data: PubChem BioAssay, NCI
